TrxR1 substrate – qHTS Assay for Substrates of Mammalian Selenoprotein Thioredoxin Reductase 1 (TrxR1): qHTS | Potency, µM (titrated, usually from 114 µM), inactives show at the highest dose activity change, negative = substrate turnover | purified TrxR1 substrate turnover, NADPH consumption readout | hit rate 0.01% among 390,000; further: potency means the concentration at half of the fitted maximal effect; on the % scale 0 is the no-effect control and ±100 the full control effect; nearly all actives have a fitted effect of over 50% in size
Target sequence (O89049 whole entry, looked up): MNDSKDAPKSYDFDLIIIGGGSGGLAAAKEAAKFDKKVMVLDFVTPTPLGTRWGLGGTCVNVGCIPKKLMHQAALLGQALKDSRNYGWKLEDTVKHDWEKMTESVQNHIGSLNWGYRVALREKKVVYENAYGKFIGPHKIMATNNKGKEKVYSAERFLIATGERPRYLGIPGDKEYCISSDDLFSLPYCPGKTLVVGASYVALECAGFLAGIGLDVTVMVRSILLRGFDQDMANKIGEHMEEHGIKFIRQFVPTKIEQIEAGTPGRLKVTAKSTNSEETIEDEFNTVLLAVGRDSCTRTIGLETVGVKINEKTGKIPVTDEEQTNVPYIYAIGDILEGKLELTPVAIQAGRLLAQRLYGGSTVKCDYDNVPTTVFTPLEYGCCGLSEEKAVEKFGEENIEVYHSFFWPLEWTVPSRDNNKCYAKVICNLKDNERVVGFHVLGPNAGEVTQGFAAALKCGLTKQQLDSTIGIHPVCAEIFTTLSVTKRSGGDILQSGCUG
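Rat TrxR1, dispensed at 90 nM, was prereduced with 400 uM NADPH (final) for 5 min at ~22 deg C, then incubated with compound 15 min before 400 uM selenite. A first-read NADPH fluorescence drop versus no-compound background flagged substrates.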
D2 antagonist – HTS Assay for Allosteric Antagonists of the Human D2 Dopamine Receptor: Primary Screen for Antagonists; hit rate 2% among 340,000; inhibition, % at 10 µM; HEK293 TREx D2 cells, calcium flux, dopamine EC80; D(2) dopamine receptor (Homo sapiens), P14416; in the data active means inhibition above about 30%; further: 0% is about no effect
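Antagonism is scored as inhibition of an EC80 dopamine-evoked calcium signal in a force-coupled, tetracycline-inducible HEK293 T-REx D2 line, with compound present 180 s before agonist.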
D2 ag – HTS Assay for Allosteric Agonists of the Human D2 Dopamine Receptor: Primary Screen for Agonists; activation, % at 2 µM; AID 485358, 2010; hit rate 0.53% among 340,000; HEK293 T-REx D2 cells, calcium flux agonist mode; D(2) dopamine receptor (Homo sapiens), P14416;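 active means activation over 3 SD above normal in the single-dose calcium agonist read, cut at about 30% in these data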; further: 0% is about no effect
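Agonism is scored from calcium flux in a force-coupled, inducible HEK293 cell line expressing D2, read kinetically for 180 s after compound addition against dopamine controls.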
USP1-UAF1 inh – Inhibitors of USP1/UAF1: Primary Screen; Potency, µM (top dose mostly 57.1 µM), for inactives: at the top dose activity change, negative = inhibition, hits mostly inhibitors; recombinant USP1/UAF1, Ub-Rhodamine cleavage fluorescence; hit rate 0.23% among 390,000; AID 743255, 2014; further: potency means the concentration at half of the fitted maximal effect; on the % scale 0 is the no-effect control and ±100 the full control effect; nearly all actives have a fitted effect of over 60% in size; inactives centre near -12
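USP1/UAF1 complex at 1 nM was preincubated with compound for 15 min at room temperature, then Ub-Rho substrate (150nM final) was added. Fluorescence (480/540 nm) was read kinetically, 6 reads every 60 seconds.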
TRHR ag – qHTS for Small Molecule Agonists and Allosteric Enhancers of Human TRH Receptor: Primary Screen for Agonists | Thyrotropin-releasing hormone receptor (Homo sapiens), P34981 | TRHR cells, calcium flux fluo-8, FDSS agonist mode | activation, % at 2 µM | hit rate 0.18% among 360,000 | AID 493084, 2011; in the data active means activation above about 30%; further: 0% is about no effect
Target sequence (P34981 whole entry, looked up): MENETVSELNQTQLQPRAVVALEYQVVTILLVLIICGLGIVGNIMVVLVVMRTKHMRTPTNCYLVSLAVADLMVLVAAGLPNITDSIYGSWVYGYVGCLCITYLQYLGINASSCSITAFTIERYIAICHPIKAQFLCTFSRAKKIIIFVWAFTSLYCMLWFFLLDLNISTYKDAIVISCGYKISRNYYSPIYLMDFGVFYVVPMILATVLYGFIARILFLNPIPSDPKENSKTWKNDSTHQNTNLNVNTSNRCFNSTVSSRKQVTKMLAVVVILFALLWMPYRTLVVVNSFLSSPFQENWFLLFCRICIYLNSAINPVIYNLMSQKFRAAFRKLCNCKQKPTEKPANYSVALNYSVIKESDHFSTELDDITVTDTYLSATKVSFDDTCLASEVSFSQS
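Read-out: compound-evoked intracellular calcium rise in TRHR cells, fluo-8 dye, kinetic FDSS fluorescence at 1 s/cycle following a 10-cycle baseline. Cells cultured overnight before dye loading (30 min–1.5 h, RT).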
rTrxR1 inhibitor – qHTS Assay for Inhibitors of Mammalian Selenoprotein Thioredoxin Reductase 1 (TrxR1): qHTS; Thioredoxin reductase 1, cytoplasmic (Rattus norvegicus), O89049; recombinant rTrxR1, NADPH fluorescence consumption, selenite substrate; Potency, µM (titrated, usually from 114 µM), for the others: at the top dose activity change, negative = inhibition, hits mostly inhibitors; hit rate 1% among 390,000; further: potency means the concentration at half of the fitted maximal effect; on the % scale 0 is the no-effect control and ±100 the full control effect; nearly all actives have a fitted effect of over 65% in size
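Rat TrxR1 (90 nM in the dispensed reagent) was pre-reduced with 400 uM NADPH for 5 min at room temperature, then incubated with compound for 15 min. After 400 uM selenite was added, NADPH fluorescence (Ex 340/Em 450 nm) was followed for 8 min.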
mIDH1 inhibitor – qHTS for Inhibitors of mutant isocitrate dehydrogenase 1 (IDH1): qHTS; Potency, µM (titrated, usually from 76.6 µM), for the others: at the top dose activity change, negative = inhibition, most hits filed as inhibitors; IDH1-R132H enzyme, NADPH consumption, diaphorase/resazurin fluorescence; hit rate 0.093% among 390,000; further: potency means the concentration at half of the fitted maximal effect; on the % scale 0 is the no-effect control and ±100 the full control effect; nearly all actives have a fitted effect of over 65% in size
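IDH1-R132H (0.5 ug/mL dispensed) in pH 7.5 Tris buffer was preincubated 30 min with compound, then given a substrate mix of 0.016 mM NADPH and 2 mM alpha-KG for 80 min at room temperature; remaining NADPH was read by diaphorase/resazurin fluorescence.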
TRHR enhancer – qHTS for Small Molecule Agonists and Allosteric Enhancers of Human TRH Receptor: Primary Screen for Enhancers | Thyrotropin-releasing hormone receptor (Homo sapiens), P34981 | TRHR cells, fluo-8 calcium fluorescence, EC20 TRH enhancement | enhancement, % at 2 µM | hit rate 0.66% among 360,000; in the data active means enhancement above about 30%; further: 0% is about no effect
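Enhancer read-out: after compound pinning and an initial kinetic agonist-mode read, an EC20 of TRH (10 nM final) was injected and fluo-8 calcium signal (Ex 480/Em 530) followed at 1 s/cycle for 100 cycles in TRHR-expressing cells.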
Pin1 inhibitor – qHTS Assay to Find Inhibitors of Pin1; Pin1 FP peptide displacement, HiFluor488, 10 min; AID 504891, 2011; hit rate 0.009% among 390,000; Potency, µM (highest dose often 115 µM), for the others: at the top dose activity, negative = inhibition, usual class: inhibitors; Peptidyl-prolyl cis-trans isomerase NIMA-interacting 1 (Homo sapiens), Q13526; active means well fitted inhibition curve with a large enough effect in the polarisation, with a control signal flat, not every such curve was filed as active; inconclusive means small, poorly fitted or top-dose-only effect, or effect the other way, or a change in a side signal; inactive means no such curve, though single readings can be large or run the other way; the % refers to the polarisation; further: potency means the concentration at half of the fitted maximal effect; on the % scale 0 is the no-effect control and ±100 the full control effect
Target sequence (Q13526 whole entry, looked up): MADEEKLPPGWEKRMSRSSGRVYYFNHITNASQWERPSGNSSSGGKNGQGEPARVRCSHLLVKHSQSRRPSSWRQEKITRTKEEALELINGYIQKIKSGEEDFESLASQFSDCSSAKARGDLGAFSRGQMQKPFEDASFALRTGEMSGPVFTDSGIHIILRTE
* = called active by the depositor; ? = inconclusive; / = not tested or not shown; & = joins results of further samples; [ ] = dose if it differs, or a comment. Unless noted, the call rests on the fitted dose curve; in most records, active means well fitted inhibition curve with a large enough effect; inconclusive means small, poorly fitted or top-dose-only effect; inactive means no such curve, though single readings can be large or run the other way.

Order of results – rTrxR1 inhibitor	TRHR ag	Pin1 inhibitor	TRHR enhancer	TrxR1 substrate	D2 antagonist	USP1-UAF1 inh	mIDH1 inhibitor	D2 ag
1. Cc1c(C(=O)N2CCN(c3ccccc3F)CC2)sc2nc(-c3ccccc3)cn12
 : -6%	0.1	28%	-5	-9%	2	-13%	0%	-0.4
2. C(=N\N=C\c1cccnc1)/c1cccnc1
 : -19%	0.4	-4%	11	-21%	-7	-4%	-1%	-0.4
3. CC1CCc2c(sc(NC(=O)CN3CCN(C(=O)c4ccco4)CC3)c2C#N)C1 (stereo not drawn)
 : -14%	-0.1	15%	-1	-7%	0	-10%	6%	0.2
4. O=C(COc1ccc2c3c(c(=O)oc2c1)CCCC3)NCc1ccccn1
 : 7%	-0.6	5%	-5	75%[activator]	4	-25%	-10%	-0.7
5. Cc1ccc(/C(CSc2nccn2-c2ncc(C(F)(F)F)cc2Cl)=N\O)cc1
 : 4%	0.2	5%	0	-6%	16	-28%	7%	0.5
6. CCOC(=O)/C=C/C(=O)N1CCN(C(=O)/C=C/C(=O)OCC)CC1
 : -10%	8.4	0%	10	-3%	0	-6%	6%	0.5
7. CC(=O)c1c(C)[nH]c(C(=O)CSc2nnc(C3CCCCC3)n2N)c1C
 : -13%	-0.4	0%	12	-12%	17	-4%	4%	-0.1
8. O=C(Nc1cccc2ccccc12)N1N=CCC1c1ccccc1 (stereo not drawn)
 : 17%[57.1 µM]	0.8	1%	3	-1%[57.1 µM]	-7	-7%	8%	0.0
9. CCn1c(=O)cc(OCC(=O)N2CCN(C(=O)c3ccco3)CC2)c2ccccc21
 : -1%	1.0	0%	-6	1%	-13	-3%	20%	-0.2
10. CCC(C)Nc1nc(-c2ccc3c(c2)NC(=O)CO3)cs1 (stereo not drawn)
 : -9%	0.0	4%	2	-13%	/	-3%	12%	/
11. Cc1ccc(NC(=O)CS(=O)CC(=O)NC23CC4CC(CC(C4)C2)C3)cc1 (stereo not drawn)
 : 7%	-0.2	-6%	12	1%	11	-8%	-3%	0.7
12. COc1ccc2oc(-c3ccc(C)c(NC(=O)c4ccc(N5CCCCC5)c([N+](=O)[O-])c4)c3)nc2c1
 : 23%	0.0	-10%	4	1%	/	-24%	-3%	/
13. Cn1ccnc1C(=O)c1ccc(NN)c([N+](=O)[O-])c1
 : ?	0.1	-11%	1	-11%[57.1 µM]	-4	-19%	-6%	1.1
14. CC1CC1C(=O)Nc1nc2ccc(S(C)(=O)=O)cc2s1 (stereo not drawn)
 : 0%	0.7	24%	-2	-4%	-13	-11%	-9%	0.0
15. CC(O)c1ccc(-n2cnnn2)cc1 (stereo not drawn)
 : 21%	0.5	4%	-1	6%	-10	-18%	-3%	2.8
16. CS(=O)(=O)N(Cc1ccc(C(=O)NN=C2CCCC2)cc1)c1ccccc1
 : 6%	-0.4	-6%	6	-5%	0	-17%	4%	0.2
17. O=c1[nH]c(C2CCN(S(=O)(=O)c3ccc(S(=O)(=O)NC4CC4)cc3)CC2)nc2c1nnn2Cc1ccc(F)cc1
 : 8%	1.6	14%	-5	1%	9	-19%	6%	1.1
18. Cc1ccccc1C(=O)Nc1cccc(-c2cn3cccnc3n2)c1
 : 35%[57.1 µM]	0.3	5%	0	112%[activator][57.1 µM]	/	?	14%	-3.4
19. CCCC(=O)OCC(=O)Nc1ccc([N+](=O)[O-])cc1C#N
 : 18%	-0.5	-4%	-6	3%	-16	-30%	19%	-1.2
20. COc1ccc(Cc2nc(C(=O)Nc3ccc(OC)cc3)cs2)cc1
 : 6%	-0.2	-5%	0	-3%	3	-25%	-3%	-0.5
21. CCOc1ccc(-c2nonc2NC(=O)c2ccccc2C)cc1
 : 31%	-0.8	8%	3	6%	/	-3%	3%	-0.7
22. O=C1CN(C(=O)COC(=O)c2ccc(C(F)(F)F)cc2)c2ccccc2N1
 : 13%	/	13%	/	-3%	/	-12%	-4%	/
23. COC(=O)N1CCCc2cc(S(=O)(=O)N3CCN(c4ccccc4)CC3)ccc21
 : 16%	-0.2	1%	-4	3%[11.4 µM]	/	-26%	7%	0.5
24. CN1c2ccc(Cl)cc2-c2nc(SCC(=O)Nc3cc(F)ccc3F)ncc2S1(=O)=O
 : 16%[57.1 µM]	0.2	42%[activator]	-2	5%[57.1 µM]	/	-2%	-16%	0.1
25. CC(C)(C)OCC1CO1 (stereo not drawn)
 : 17%	0.6	-1%	-10	8%	7	-15%	-11%	1.3
26. Cc1[nH]c2ccccc2c1C(=O)CN1C(=O)C(=O)N(CCC2=CCCCC2)C1=O
 : 17%	0.3	1%	2	-7%	-7	-15%	-4%	0.2
27. Cc1cc(C2(O)C(=O)Nc3ccccc32)ccc1F (stereo not drawn)
 : 6%	0.2	-6%	8	-1%	3	-26%	8%	0.6
28. CCOc1ccc2nc(NC(=O)COC)sc2c1
 : 23%[57.1 µM]	0.3	2%	2	15%[57.1 µM]	1	-16%	-9%	0.2
29. CC1CCCCN1C(=O)CSc1nnc2ccccn12 (stereo not drawn)
 : -11%	/	1%	/	11%	/	2%	7%	/
30. Cc1cc(-c2ccc(N3C(=O)CCC3=O)c(C)c2)ccc1N1C(=O)CCC1=O
 : 28%	0.3	0%	4	9%	-12	-10%	11%	0.2
31. CC(=O)N1CCCN(Cc2cn(-c3ccc(C)cc3)nc2-c2cccc(C)c2)CC1
 : 33%	-0.8	-2%	11	-2%	-7	-18%	13%	-2.0
32. Cc1ccccc1C(=O)NC1CCCCCCC1
 : 33%	-0.7	-5%	-2	3%	15	-6%	-4%	0.3
33. CCOc1cc(N)c(Cl)cc1C(=O)NCC1CN(Cc2ccc(F)cc2)CCO1 (stereo not drawn)
 : -8%	/	-22%	/	-6%	/	-20%	8%	/
34. CN(c1ncc(C(F)(F)F)cc1Cl)N1C(=O)c2cccc([N+](=O)[O-])c2C1=O
 : 8%	0.1	-3%	5	-2%	-45	-24%	7%	0.0
35. COC(=O)c1sccc1S(=O)(=O)N(CC(=O)NCc1ccc(C)cc1)c1ccccc1
 : 4%[57.1 µM]	-0.3	4%	1	-4%[57.1 µM]	/	-23%	23%	0.1
36. CC1=CC2(C)C(C3C(C)=CC2(C)C(=O)C3(C)O)C(C)(O)C1=O (stereo not drawn)
 : 16%	/	-7%	/	7%	/	-6%	0%	/
37. O=C(CSc1nc2c([nH]c3ccccc32)c(=O)n1-c1ccc(F)cc1)NCc1ccco1
 : 6%[57.1 µM]	-1.1&-0.5	1%&14%	-3&9	7%[57.1 µM]	12	-1%&-20%	5%&-10%	0.4&-0.2
38. c1ccc2[nH]c(N3CCOCC3)nc2c1
 : 12%	0.5	8%	-1	4%	-6	3%	-3%	0.0
39. Cc1cc(C)c2c(c1)c1nnc(SCCN3CCOCC3)nc1n2C
 : 8%	-0.5	-4%	1	4%	16	-11%	4%	-0.3
40. CCOc1ccc(OCCOCCn2c(-c3ccc(Cl)cc3)nc3ccccc3c2=O)cc1
 : 9%	2.1	33%	-7	9%	/	-2%	0%	4.1
41. Cc1ccc(-n2nnnc2-c2cnc3ccc(Cl)cc3c2-c2ccccc2)cc1
 : 8%	/	-3%	/	-7%	/	-11%	3%	/
42. Cc1ccc(S(=O)(=O)NC(=O)c2ccc(Br)o2)cc1
 : 11%[57.1 µM]	0.0	2%	-1	8%[57.1 µM]	-26	-29%	-9%	-0.7
43. Cc1ccccc1N1CCN(C2CCCN(C(=O)c3ccnn3C)C2)CC1 (stereo not drawn)
 : -24%	-0.2	-12%	-1	-3%	-13	-11%	12%	5.4
44. COc1cccc(NC(=O)c2cc(OC)c(OC)c(OC)c2Br)c1
 : 1%[57.1 µM]	0.2	0%	-3	2%[57.1 µM]	-6	-16%	22%	-0.6
45. COCCCN1C(=O)c2ccc(C(=O)Nc3ccc(OC)cc3)cc2C1=O
 : 4%[57.1 µM]	0.3	-2%	5	-3%[57.1 µM]	/	-18%	6%	/

Screen by screen, as entered above:
Entries 32–36 in rTrxR1 inhibitor: 33%, -8%, 8%, 4%[57.1 µM], 16%

(listing goes on)
Order of results – rTrxR1 inhibitor	TRHR ag	Pin1 inhibitor	TRHR enhancer	TrxR1 substrate	D2 antagonist	USP1-UAF1 inh	mIDH1 inhibitor	D2 ag
46. O=C(O)C1CC(=O)N(c2ccc(OCc3c(F)cccc3Cl)cc2)C1 (stereo not drawn)
 : 3%	-0.3	-1%	-4	-2%	2	-12%	1%	1.2
47. COCC(=O)N(CCN(C)C)Cc1cc2cc3c(cc2nc1Cl)OCO3
 : 8%	0.7	3%	-1	2%	-13	-7%	1%	0.4
48. Cc1ccc(-c2cc(C(=O)N/N=C/C=C/c3ccccc3)n[nH]2)o1
 : -34%	0.3	32%[activator]	16	0%	-10	-22%	-1%	-0.2
49. O=C(CCSc1nnc(-c2ccncc2)o1)Nc1ccc(F)cc1
 : 7%[57.1 µM]	-0.4	1%	4	9%[57.1 µM]	-25	-6%	13%	0.0
50. N#Cc1ccc(OCCN2CCc3ccccc3C2)cc1
 : -10%	/	-3%	/	-8%	/	2%	-5%	/
51. O=C(Nc1cccc(C(F)(F)F)c1)c1cnc2n(c1=O)CCS2
 : 32%	0.4	-1%	-4	8%	2	-23%	7%	1.4
52. CC1(C)Cc2c(C#N)c(N3CCN(C(=O)c4ccco4)CC3)nc(Cc3ccccc3)c2CO1
 : -27%	0.3	-2%	-7	46%[activator]	-4	-20%	-1%	-0.3

These rows are one share of the data (hit frequency here may not be typical).
